# High-throughput results (PubChem BioAssay)
# mIDH1 inhibitor: blocks human mutant IDH1 R132H enzyme; O75874; 390,000 compounds, 0.093% hits; IDH1-R132H enzyme, NADPH consumption, diaphorase/resazurin fluorescence; Potency, µM (doses to about 76.6 µM), for inactives: at the highest dose activity change, negative = inhibition, usual class: inhibitors; further: potency means the concentration at half of the fitted maximal effect; on the % scale 0 is the no-effect control and ±100 the full control effect; nearly all actives have a fitted effect of over 65% in size
#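 IDH1-R132H (0.5 ug/mL) preincubated 30 min with compound, then NADPH (0.016 mM) and alpha-KG (2 mM) added; 80 min at RT, pH 7.5. Remaining NADPH coupled via diaphorase/resazurin to fluorescence (540/590 nm); concentration-response curves normalized to no-enzyme control.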
# HP1b chromo inh: inhibitors of HP1-beta chromodomain binding to methylated histone tails; 390,000 compounds, 0.56% hits; Potency, µM (doses to about 114 µM), for inactives: top-dose activity change, negative = inhibition, usual class: inhibitors; AlphaScreen HP1-beta / biotin-H3K9me3 peptide binding; P83916; AID 540317; further: potency means the concentration at half of the fitted maximal effect; nearly all actives have a fitted effect of over 70% in size; inactives centre near 23
# Target sequence (P83916 whole entry, looked up): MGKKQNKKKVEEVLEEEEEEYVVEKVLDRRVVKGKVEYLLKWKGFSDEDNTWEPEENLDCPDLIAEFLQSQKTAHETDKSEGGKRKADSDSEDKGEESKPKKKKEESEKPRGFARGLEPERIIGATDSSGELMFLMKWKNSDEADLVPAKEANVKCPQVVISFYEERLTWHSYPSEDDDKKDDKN
#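 AlphaScreen: HP1-beta (50 nM) preformed 30 min with biotin-H3(1-18)K9me3 peptide (50 nM) in PBS pH 7.4, 0.01% Tween-20. Compound added for 30 min at RT, then streptavidin donor/nickel chelate acceptor beads (10 ug/mL) for 30 min.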
# Tb PGK inh: blocks T. brucei phosphoglycerate kinase | P07378 | PGK/GAPDH coupled, Kinase-Glo luminescence, 60 min | Potency, µM (titrated, usually from 57.5 µM), for inactives: at the top dose activity change, negative = inhibition, most hits filed as inhibitors | 380,000 compounds, 0.043% hits | AID 602233; further: potency means the concentration at half of the fitted maximal effect; on the % scale 0 is the no-effect control and ±100 the full control effect; nearly all actives have a fitted effect of over 60% in size
#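 Luminescent ATP detection (Kinase-Glo Plus) follows a 60-minute room-temperature incubation, with wells lacking PGK as controls. Buffer: 100 mM TEA (pH 7.6), 5 mM MgCl2, 0.01% Tween-20. Coupling enzyme GAPDH (100 nM final) supplies unstable 1,3-BPG in-well.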
# TrxR1 substrate: rat thioredoxin reductase 1 substrate activity; O89049; purified TrxR1 substrate turnover, NADPH consumption readout; Potency, µM (doses to about 114 µM), for the others: at the highest dose activity change, negative = substrate turnover; 390,000 compounds, 0.01% hits; further: potency means the concentration at half of the fitted maximal effect; on the % scale 0 is the no-effect control and ±100 the full control effect; nearly all actives have a fitted effect of over 50% in size
# Target sequence (O89049 whole entry, looked up): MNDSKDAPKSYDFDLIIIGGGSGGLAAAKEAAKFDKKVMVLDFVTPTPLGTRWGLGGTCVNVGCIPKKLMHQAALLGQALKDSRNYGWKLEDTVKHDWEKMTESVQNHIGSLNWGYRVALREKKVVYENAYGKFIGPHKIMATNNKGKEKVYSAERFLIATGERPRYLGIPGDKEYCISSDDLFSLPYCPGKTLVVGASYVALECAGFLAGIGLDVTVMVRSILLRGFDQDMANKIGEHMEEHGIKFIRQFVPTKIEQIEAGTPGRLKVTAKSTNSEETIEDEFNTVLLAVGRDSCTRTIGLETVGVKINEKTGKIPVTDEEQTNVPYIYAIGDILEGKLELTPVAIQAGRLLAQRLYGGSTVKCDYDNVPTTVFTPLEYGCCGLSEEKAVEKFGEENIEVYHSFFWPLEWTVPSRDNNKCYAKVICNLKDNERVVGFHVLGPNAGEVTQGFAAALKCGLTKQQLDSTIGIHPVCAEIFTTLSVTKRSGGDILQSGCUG
#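 Rat TrxR1, dispensed at 90 nM, was prereduced with 400 uM NADPH (final) for 5 min at ~22 deg C, then incubated with compound 15 min before 400 uM selenite. A first-read NADPH fluorescence drop versus no-compound background flagged substrates.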
# PI4K2A block: PI4K2A (human) kinase inhibition; 420,000 compounds, 0.13% hits; Q9BTU6; purified PI4K2A, ADP-Glo luminescence, 1 h; active compounds read low; activity change, negative = inhibition, % at 76.9 µM; in the data active means activity change below about -50%; inconclusive means mostly about -30% to -49%;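 further: -100% = wells without enzyme as full effect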
#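 In this quantitative HTS, ADP production by PI4K2A was quantified luminescently after 1 h at ambient temperature; 100 microM adenosine served as plate-quality control.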
# USP1 inh: blocks the human USP1/UAF1 deubiquitinase complex; Potency, µM (doses to about 57.1 µM), for the others: top-dose activity change, negative = inhibition, actives largely listed as inhibitors; recombinant USP1/UAF1, Ub-Rhodamine cleavage fluorescence; O94782; AID 743255; 390,000 compounds, 0.23% hits; further: potency means the concentration at half of the fitted maximal effect; on the % scale 0 is the no-effect control and ±100 the full control effect; nearly all actives have a fitted effect of over 60% in size; inactives centre near -12
#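 1 nM enzyme complex + cpd, 15 min RT; start with Ub-Rho 150nM final; kinetic fluorescence ex 480/em 540, 6 reads q60 s. Buffer 50mM HEPES pH 7.8, 0.5mM EDTA, 0.1 mg/ml BSA, 1mM TCEP, 0.01% Tween-20.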
# TrxR1 inh: rat TrxR1 inhibition. recombinant rTrxR1, NADPH fluorescence consumption, selenite substrate. 390,000 compounds, 1% hits. O89049. Potency, µM (doses to about 114 µM), for the others: top-dose activity change, negative = inhibition, hits mostly inhibitors; further: potency means the concentration at half of the fitted maximal effect; on the % scale 0 is the no-effect control and ±100 the full control effect; nearly all actives have a fitted effect of over 65% in size
#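 Rat TrxR1 (90 nM in the dispensed reagent) was pre-reduced with 400 uM NADPH for 5 min at room temperature, then incubated with compound for 15 min. After 400 uM selenite was added, NADPH fluorescence (Ex 340/Em 450 nm) was followed for 8 min.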
# GLS inhibitor: glutaminase GLS (human) inhibition; O94925; GLS enzymatic activity, qHTS titration; Potency, µM (highest dose often 45.5 µM), without a hit: at the top dose activity change, negative = inhibition, most hits filed as inhibitors; 410,000 compounds, 0.21% hits; AID 624170; further: potency means the concentration at half of the fitted maximal effect; on the % scale 0 is the no-effect control and ±100 the full control effect
#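 Coupled fluorescence readout: glutamate oxidase/HRP/Amplex Red detect glutamate formed by hKGA from L-glutamine (1 mM solution added). Buffer 45 mM KH2PO4 pH 8.2, 0.02% Tween-20; reads at t0 and 30 min RT.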
# Pin1 inh: human Pin1 inhibition | Q13526 | Pin1 FP peptide displacement, HiFluor488, 10 min | Potency, µM (highest dose often 115 µM), for the others: at the highest dose activity, negative = inhibition, most hits filed as inhibitors | 390,000 compounds, 0.009% hits | AID 504891; active means well fitted inhibition curve with a large enough effect in the polarisation, with a control signal flat, not every such curve was filed as active; inconclusive means small, poorly fitted or top-dose-only effect, or effect the other way, or a change in a side signal; inactive means no such curve, though single readings can be large or run the other way; the % refers to the polarisation; further: potency means the concentration at half of the fitted maximal effect; on the % scale 0 is the no-effect control and ±100 the full control effect
# Target sequence (Q13526 whole entry, looked up): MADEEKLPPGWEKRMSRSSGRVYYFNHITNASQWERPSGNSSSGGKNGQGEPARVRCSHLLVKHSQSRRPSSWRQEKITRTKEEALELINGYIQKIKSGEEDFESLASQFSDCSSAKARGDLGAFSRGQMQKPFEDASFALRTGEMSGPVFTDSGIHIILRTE
# The depositor's hits bear a star; i = inactive; ? = inconclusive; . = not tested or not shown; [ ] = another dose, or the depositor's remark. Unless noted, the call rests on the fitted dose curve; in most records, active means well fitted curve in the direction sought with a large enough effect; inconclusive means small, poorly fitted or top-dose-only effect, or another doubt; inactive means no such curve, though single readings can be large; an effect the other way counts as inactive or inconclusive. Only part of the results is shown (hit frequency here may not be typical).
SMILES,mIDH1 inhibitor,HP1b chromo inh,Tb PGK inh,TrxR1 substrate,PI4K2A block,USP1 inh,TrxR1 inh,GLS inhibitor,Pin1 inh
CCOC(=O)C1=CN(Cc2ccco2)S(=O)(=O)N(CC)C1c1ccccc1 (centres undefined),11%,21%,5%,-7%,-1,-10%,-33%,2%,?
Cc1ccc(CSCCC(=O)NCCC2=CCCCC2)cc1,1%,33%[activator],-2%,1%,1,-17%,11%,-10%,-6%
COc1ccc(C(=O)Nc2ccc(N3CCOCC3)cc2)cc1S(=O)(=O)NC1CCCC1,0%,8%,-10%,-3%,1,-18%,7%[57.1 µM],-1%,-13%
CCCCN1C(=O)C(CC(=O)NCC2CCCCC2)CC(C(=O)N(C(C)C)C(C)C)=C1C (centres undefined),2%,.,-15%,.,-10,?,.,-5%,.
Nc1ccc2[nH]c(=S)sc2c1,8%,28µM*,i,-3%,-1,4%,-12%,-31%,?
COc1ccc(-n2ncc3c(NCc4cccs4)ncnc32)cc1,14%,26%,-9%,33%[activator],-3,-7%,31%,15%,-1%
CCOc1ccc(NC(=O)C2CCN(S(=O)(=O)c3cccs3)CC2)cc1,8%,-9%,-1%,9%[0.0914 µM],2,-2%,1%[57.1 µM],-11%,7%
O=C(Nc1ccc(Cl)cc1)c1ccc(CN2CCc3ccccc3C2)cc1,0%,47%[activator],-2%,-4%,2,-29%,14%,-3%,-3%
CCc1ccc(NC(=O)CC(NCc2cccnc2)C(=O)O)cc1 (centres undefined),0%,29%,10%,-1%,-3,5%,8%,-17%,1%
CC(/C=N/NC(=O)c1ccc(Br)cc1)=C\c1ccccc1,1%,34%,-13%,-3%,-2,-9%,8%,4%,64%[activator]
Cc1cc(C)cc(NC(=O)CSc2oc(-c3ccccc3)nc2S(=O)(=O)c2ccc(Cl)cc2)c1,6%,28%,i,8%[2.29 µM],0,16%,-1%,1%,3%
O=C(Cc1csc(-c2ccccc2)n1)NCC(=O)Nc1ccc(F)c(F)c1F,0%,25%,i,-7%,1,?,-10%,-2%,7%
CCN(CC)S(=O)(=O)c1ccc(-c2csc(=Nc3cccc(C(F)(F)F)c3)n2Cc2ccc3c(c2)OCO3)cc1,25%,31%,i,0%,0,-27%,-15%,2%,4%
CC(=O)OCC1=C(C(=O)O)N2C(=O)C(NC(=O)C(C)Cn3nc(C)c(Cl)c3C)C2SC1 (centres undefined),2%,-9%,?,?,3,-24%,?,11%,?
CC(=O)Nc1cccc(NC(=O)C(F)(F)F)c1,-4%,30%,3%,0%,5,-16%,23%,0%,-1%
COc1ccc(OCc2ccc(C(=O)N3CCOCC3)cc2)cc1,2%,20%,.,6%,0,-4%,22%,-2%,?
Cc1cccc(N2CCN(C(=O)c3cnn(-c4ccc(F)cc4F)c3C3CCN(C(=O)OC(C)(C)C)CC3)CC2)c1C,0%,20%,-5%,-8%,-4,-4%,3%,2%,6%
O=C(NCc1cccc(F)c1)C1CCC(=O)N(CCc2cccc(F)c2)C1 (centres undefined),0%,28%,i,0%,6,-8%,15%,-15%,-4%
Cc1csc2nc(-c3cccc(NC(=O)C(C)C)c3)cn12,4%,20%[57 µM],-5%,7%[57.1 µM],1,?,27%[57.1 µM],2%,-1%
COc1cc(C(C)=O)ccc1OCC(O)Cn1nc(C)c(C(C)=O)c1C (centres undefined),-7%,18%,i,-3%,2,-3%,15%,-2%,3%
COC(=O)c1cc(S(=O)(=O)N2CCN(c3ccccc3)CC2)c[nH]1,-1%,20%,i,5%[57.1 µM],-4,-11%,38%,4%,-1%
CCOc1ccc(-n2c(SCC(=O)N3CCc4ccccc43)nnc2-c2c[nH]c3ccccc23)cc1,-3%,24%,9%,3%[57.1 µM],2,-15%,-1%[57.1 µM],7%,?
NC(=O)c1c(NC(=O)CN2C(=O)NC(Cc3ccccc3)C2=O)sc2c1CCC2 (centres undefined),-10%,24%,i,-2%,1,-25%,-11%,2%,20%
O=C(Nc1ccc(F)cc1)c1ccc(C(=O)N2CCOCC2)cc1,-10%,55%[activator],3%,11%[57.1 µM],-1,-20%,20%[57.1 µM],-1%,3%
COc1ccc(/C=N\NC(=O)c2ccccc2Cl)cc1COc1c(F)c(F)c(F)c(F)c1F,-3%,24%,-9%,-4%,1,-26%,9%,0%,9%
Cc1c(CNC2CCCC(C)C2C)c(C(=O)O)c(C)n1Cc1ccccc1 (centres undefined),-2%,5%,i,-5%,-3,-9%,-11%,3%,2%
O=C(Cc1ccc(S(=O)(=O)N2CCOCC2)s1)N1CCN(S(=O)(=O)c2ccccc2[N+](=O)[O-])CC1,7%,14%,-4%,-5%,4,-8%,11%,0%,21%
CCN=C1SC(CC(=O)Nc2ccc(N3CCOCC3)cc2)C(=O)N1CC (centres undefined),1%,29%,2%,15%[57.1 µM],4,-19%,17%[57.1 µM],29%,-3%
CC(NC(=O)Cc1cccs1)c1ccc2c(c1)OCO2 (centres undefined),6%,17%,13%,6%,0,-4%,6%,5%,42%[activator]
CCOc1ccccc1N(C)C(=O)Cn1cnc2sc(C)c(S(=O)(=O)N3CCC(C)CC3)c2c1=O,-15%,18%,i,3%[2.29 µM],-1,1%,16%,0%,0%
CCCS(=O)(=O)N1CCCC(c2nc(-c3cccc(OC)c3)no2)C1 (centres undefined),13%,17%,-14%,6%,5,-5%,12%,-2%,2%
Cc1ccc(NC2CCCN(C(=O)c3ccnc(Cl)c3)C2)cc1C (centres undefined),6%,11%,-1%,-6%,10,-19%,-10%,-8%,-1%
Cc1cc(NC(=O)c2cccc(Cl)c2)n[nH]1,-12%,36%,-5%,9%[57.1 µM],-6,-29%,3%[57.1 µM],5%,-7%
Cn1cc(Cl)c(C(=O)Nc2nc3ccccc3s2)n1,5%,25%,-6%,16%,-7,?,11%,5%,4%
CCOc1ccccc1NC(=O)CSc1nnc(Cc2cccn2C)n1-c1ccc(F)cc1,3%,-3%,-6%,9%[57.1 µM],2,-18%,8%[57.1 µM],4%,-1%
COCCNC(=O)COC(=O)CSCc1nc2ccccc2s1,5%,19%,-1%,5%[57.1 µM],5,-4%,5%[57.1 µM],-3%,3%
CNC(=S)N(CCCO)Cc1cc2cc3c(cc2[nH]c1=O)OCO3,2%,26%,1%,52%[activator],0,-2%,15%,2%,-5%
CN(C)S(=O)(=O)c1ccc(NC(=O)COC(=O)CC2CC3CCC2C3)cc1 (centres undefined),-3%,37%[activator],-5%,-4%,-17,-15%,25%,2%,-2%
CCOC(=O)c1c(C)[nH]c(N=Nc2cccc(OC)c2)c1C,1%,50µM*,5%,-10%,3,-21%,17%[57.1 µM],-8%,0%
CN(C1CCCCC1)S(=O)(=O)c1ccc(SCC(=O)C(C)(C)C)nc1,-3%,78%[activator],17%,-1%,1,-17%,11%,3%,?
N#CC(C#N)=c1ccc2c(c1)NC1(CCCCC1)N=2,5%,32µM*,?,-5%,?,-17%,0%,14%,1%
CCc1ccc(C(=O)Nc2cc(C)on2)o1,8%,28%,i,0%,2,-24%,10%,1%,-7%
Cc1cc(C)c[n+](-c2[nH]c(=O)sc2/C=N/N=C(\N)[S-])c1,-14%,6%,-8%,-21%,-1,-7%,-25%,17%,-21%
COc1ccccc1C1=CC(=O)CCC1,12%,64%[activator],i,14%,-1,-20%,25%,0%,-7%
CCOC(=O)CN1C(=O)C(=O)N(Cc2cccc(C)c2)C1=O,3%,26%,-6%,7%[57.1 µM],-2,-20%,16%[2.29 µM],-1%,0%

# Laid out differently: entries from further up.
compound | mIDH1 inhibitor | HP1b chromo inh | Tb PGK inh | TrxR1 substrate | PI4K2A block | USP1 inh | TrxR1 inh | GLS inhibitor | Pin1 inh
O=C(Cc1ccc(S(=O)(=O)N2CCOCC2)s1)N1CCN(S(=O)(=O)c2ccccc2[N+](=O)[O-])CC1 | 7% | 14% | -4% | -5% | 4 | -8% | 11% | 0% | 21%
CC(=O)Nc1cccc(NC(=O)C(F)(F)F)c1 | -4% | 30% | 3% | 0% | 5 | -16% | 23% | 0% | -1%
COc1ccc(-n2ncc3c(NCc4cccs4)ncnc32)cc1 | 14% | 26% | -9% | 33%[activator] | -3 | -7% | 31% | 15% | -1%
N#CC(C#N)=c1ccc2c(c1)NC1(CCCCC1)N=2 | 5% | 32µM* | ? | -5% | ? | -17% | 0% | 14% | 1%
Cc1cc(C)c[n+](-c2[nH]c(=O)sc2/C=N/N=C(\N)[S-])c1 | -14% | 6% | -8% | -21% | -1 | -7% | -25% | 17% | -21%
Cn1cc(Cl)c(C(=O)Nc2nc3ccccc3s2)n1 | 5% | 25% | -6% | 16% | -7 | ? | 11% | 5% | 4%
